Source: PubChem BioAssay (several laboratories)
CendR NRP1 mod: NRP-1/CendR interaction modulation. O14786. FAM-RPARPAR peptide binding to NRP-1, fluorescence polarization. inhibition, % at 25 µM. 360,000 tested, 0.85% active. AID 602438;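 active means inhibition or corrected inhibition above about 18%, plus a signal ratio from 0.5 to 1.5, limit read from the data, passing the limit was not always enough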; further: strong numbers were not always called active
Target sequence (O14786 whole entry, looked up): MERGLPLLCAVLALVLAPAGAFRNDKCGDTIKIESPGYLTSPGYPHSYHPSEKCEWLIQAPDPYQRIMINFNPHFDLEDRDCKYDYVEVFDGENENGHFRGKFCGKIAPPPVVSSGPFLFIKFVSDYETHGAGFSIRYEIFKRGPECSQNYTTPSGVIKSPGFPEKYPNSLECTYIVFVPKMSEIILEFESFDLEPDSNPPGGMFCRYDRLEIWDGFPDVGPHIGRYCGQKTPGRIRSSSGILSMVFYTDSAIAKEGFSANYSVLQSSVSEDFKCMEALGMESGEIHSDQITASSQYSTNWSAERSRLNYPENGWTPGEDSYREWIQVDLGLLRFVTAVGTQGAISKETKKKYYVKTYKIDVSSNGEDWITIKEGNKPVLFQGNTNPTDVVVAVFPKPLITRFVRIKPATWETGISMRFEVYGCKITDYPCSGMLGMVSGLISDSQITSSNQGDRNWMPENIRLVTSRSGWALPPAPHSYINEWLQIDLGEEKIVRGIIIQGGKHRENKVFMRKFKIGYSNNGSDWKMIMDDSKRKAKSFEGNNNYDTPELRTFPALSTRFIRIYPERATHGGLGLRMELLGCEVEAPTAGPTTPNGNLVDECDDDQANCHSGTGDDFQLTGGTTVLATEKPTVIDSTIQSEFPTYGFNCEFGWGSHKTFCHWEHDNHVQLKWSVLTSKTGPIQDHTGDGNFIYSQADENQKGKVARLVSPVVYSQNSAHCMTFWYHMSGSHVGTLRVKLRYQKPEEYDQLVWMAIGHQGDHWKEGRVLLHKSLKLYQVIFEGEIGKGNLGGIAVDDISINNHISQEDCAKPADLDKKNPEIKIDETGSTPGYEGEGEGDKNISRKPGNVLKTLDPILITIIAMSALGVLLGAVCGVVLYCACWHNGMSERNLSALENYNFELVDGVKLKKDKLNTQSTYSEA
Neddylation inh: blocks human cullin neddylation. P61081+Q13564. AID 651699. TR-FRET cullin neddylation, biochemical. 360,000 tested, 0.58% active. calls only at 25 µM; in the data active means inhibition above about 36%
NadD block: inhibitors of Staphylococcus aureus NadD; purified NadD enzyme, colorimetric absorbance read-out; inhibition, % at 20 µM; 360,000 tested, 0.78% active; AID 602399; in the data active means inhibition above about 26%; further: some compounds past the cut are filed as inactive
Scp-1 inhibitor: inhibitors of human Scp-1 phosphatase | AID 493091 | Recombinant Scp1, phosphopeptide, malachite green phosphate absorbance | inhibition, % at 20 µM | 340,000 tested, 0.88% active | Q9GZU7;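 active means inhibition above about 50% at 20 µM, limit read from the data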;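 further: plate controls were DMSO wells with enzyme for no effect and wells lacking enzyme for full effect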
Target sequence (Q9GZU7 76-261 limits assumed): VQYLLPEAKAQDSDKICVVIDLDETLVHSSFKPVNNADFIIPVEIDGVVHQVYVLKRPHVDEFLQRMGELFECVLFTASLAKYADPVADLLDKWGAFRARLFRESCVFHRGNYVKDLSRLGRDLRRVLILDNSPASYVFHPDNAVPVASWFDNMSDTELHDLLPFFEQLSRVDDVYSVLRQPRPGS
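Test system – truncated SCP-1 phosphatase (76-261aa) · Reagent – Phosphorylated 17-residue peptide substrate · Incubation – 45 min room-temperature reaction, 5 min colour, 30 min stabiliser · Detection – colorimetric phosphate reagent with accelerator and stabiliser, absorbance at 630 nm · Measure – % inhibition at 20 µM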
DNMT1 block: inhibitors of human DNMT1; DNMT1 molecular beacon, Hinp1I cleavage, fluorescence; inhibition (reported as % activation of signal), % at 10 µM; 360,000 tested, 0.83% active; in the data active means inhibition above about 50%
SKN-1 inh: blocks SKN-1 activity in C. elegans | 360,000 tested, 0.49% active | inhibition, % at 21.8 µM | AID 624304 | C. elegans VP596 Pgst-4::GFP/RFP ratio, acrylamide-induced, 24 h;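 active means interference check ratio from 0.5 to 1.5 plus GFP to RFP signal ratio inhibition reaching or exceeding a fixed threshold, cut at about 30% in these data, passing the limit was not always enough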; further: some compounds called inactive have numbers as strong as hits
LMPTP block: blocks human LMPTP phosphatase | 360,000 tested, 0.22% active | inhibition, % at 20 µM | AID 651560 | P24666 | recombinant LMPTP-A, OMFP fluorogenic substrate, fluorescence intensity;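 active means compounds that cut the enzyme signal by at least half of the control window in the single-dose screen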;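 further: plate controls were DMSO wells with enzyme plus substrate for no effect and substrate without enzyme for full effect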
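Test system: LMPTP-A phosphatase enzyme; input: 0.625 nM LMPTP-A final; reagent: OMFP substrate, 400 µM final; compound dosing: 20 µM single dose, 3% DMSO; incubation: 50 min dark incubation at room temperature; measured by: endpoint fluorescence intensity from OMFP dephosphorylation; measure: % inhibition relative to no-enzyme and uninhibited control wells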
TbMetRS inhib: Trypanosoma brucei MetRS inhibition. inhibition, % at 11.9 µM. 360,000 tested, 0.4% active. purified T. brucei MetRS, ATP depletion, Kinase-Glo luminescence;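 active means inhibition above a per-plate cutoff of the control wells' mean inhibition plus 3 SD, cut at about 5.5% in these data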;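 further: 0% = DMSO wells median and 100% = median of wells with control inhibitor compound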
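Material – parasite MetRS enzyme · Medium – HEPES-MgCl2-KCl buffer plus DTT, spermine, BSA, pyrophosphatase · Reagent – ATP, methionine and E. coli bulk tRNA substrates · Times – 15 min enzyme-compound preincubation, 2 h reaction, 10 min detection, 25 °C · Measured by – luminescence of leftover ATP · Evaluation – percent inhibition relative to median high and low control wells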
STEP block: STEP (human) phosphatase inhibition. recombinant STEP, OMFP fluorogenic substrate, fluorescence. inhibition, % at 20 µM. 360,000 tested, 0.25% active. AID 588621;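 active means inhibition at 20 µM, scaled per plate between control wells, above about 37%, limit read from the data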;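 further: 0% = DMSO with enzyme and substrate and 100% = substrate only without enzyme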
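Assay system: isolated STEP enzyme / Timing: 20 min at room temperature, dark / Doses: 20 µM, 1% DMSO / Technique: fluorescence intensity, excitation 480 nm, emission 540 nm / Reagent: fluorogenic phosphatase substrate OMFP at 25 µM final / Measure: percent inhibition scaled to no-enzyme and uninhibited-enzyme controls, plate-pattern corrected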
SUMO1-SIM PPI: modulators of human SUMO1-mediated protein-protein interactions | P63165 | SUMO1 binding to a labelled peptide, TR-FRET, 1 h | inhibition, % at 20 µM | 360,000 tested, 0.33% active | AID 602429; in the data active means inhibition above about 37%
Starred values were filed as active, the others as inactive; i = inactive; . = no result given.

SMILES	CendR NRP1 mod	Neddylation inh	NadD block	Scp-1 inhibitor	DNMT1 block	SKN-1 inh	LMPTP block	TbMetRS inhib	STEP block	SUMO1-SIM PPI
O=C(/C=C/c1ccco1)NC(=S)Nc1ccccc1O	-26	i	-5	-11	10	-2	4.0	-0.8	-1	-4
Cc1ccc(S(=O)(=O)N(C)CC(=O)O/N=C(\N)c2ccccn2)cc1	6	i	7	-13	2	-4	-3.0	0.3	3	-1
O=C(OCc1nnc(-c2cccs2)o1)C1=NN(c2ccccc2)C(=O)CC1	-12	i	4	-12	-3	13	-0.9	-0.1	1	5
CC(C)n1cc(/C=C/c2cc[n+](C)cc2)c2ccccc21	132	i	11	30	29	-42	-0.8	1.9	-21	-116
Cc1[nH]nc2c1C(c1ccc3c(c1)OCO3)C(C#N)=C(N)O2 (centres undefined)	-2	i	-5	0	1	11	-1.2	-0.1	-2	1
O=C(NNC(=O)c1cc(-c2ccco2)nc2ccccc12)c1ccccc1	-7	.	5	-1	24	4	-0.1	-0.5	-3	-9
CNC(=O)c1ccccc1NC(=O)c1cccc(S(=O)(=O)N2CCC(C)CC2)c1	8	i	-13	-18	-3	13	0.1	0.2	-11	3
CC1CCN(CCNC(=O)C2CCCN(S(=O)(=O)c3cccc4nsnc34)C2)CC1 (centres undefined)	1	i	-3	-8	4	1	1.1	-1.0	2	-35
O=C(/C=C/c1ccc(F)cc1)N1CCN(S(=O)(=O)/C=C/c2ccccc2)CC1	-3	i	-3	-1	1	-3	1.8	-0.2	11	0
c1ccc(-n2nnc(-c3cccnc3)n2)cc1	7	i	1	6	4	24	-0.7	-0.5	0	3
CC(=O)c1cccc(NC(=O)N2CCC(NC(=O)C34CC5CC(CC(C5)C3)C4)CC2)c1	-3	i	-8	-7	-2	-13	-0.2	-0.7	-2	3
CC(=O)N1CCCc2ccccc21	4	i	0	0	1	1	-0.7	-0.1	-1	0
CC(O)CNc1nc2ccccc2n1CC(=O)NCCc1ccc(Cl)cc1 (centres undefined)	-11	i	1	26	12	22	2.6	1.5	2	0
CC1CN(C(=O)c2cc3cc([N+](=O)[O-])ccc3s2)CC(C)O1 (centres undefined)	4	i	-10	-6	-4	5	-0.8	-0.2	1	-17
COc1ccc(-c2noc(CCC(=O)NCC3CCCO3)n2)cc1OC (centres undefined)	6	i	1	-6	0	8	-0.1	0.3	-1	2
Cc1ccc2nc3c(cc2c1)c(C)nn3-c1ccccc1	7	.	-1	-7	-2	-7	2.6	-0.1	3	-4
Cc1cc(OCc2cc(C(=O)NCc3csc(C(C)C)n3)no2)cc(C)c1Cl	-4	i	7	-5	-3	12	3.6	-0.4	2	5
COc1ccc(Nc2cc(C(=O)NCCCOC(C)C)c3ccccc3n2)c(OC)c1	7	i	-1	-11	-1	11	-0.1	-0.9	0	-2
O=C(Nc1nnc(-c2ccc3c(c2)CCCC3)o1)c1ccccc1Cl	-12	i	13	-7	1	6	2.0	0.2	1	15
CCc1nc2ccccc2n1CC1CC1(Cl)Cl (centres undefined)	-8	i	-2	-6	0	1	1.1	-0.4	0	-6
COC(=O)C1CCCCN1C(=O)CCc1nnc(CCc2c[nH]c3ccccc23)o1 (centres undefined)	0	i	0	3	1	-4	-0.4	1.6	-2	1
CCCCCCOc1ccc(C(=O)O)cc1C#N	-2	i	-2	-4	7	0	-3.0	-1.0	-2	4
Cc1ccc(C)c(N2CN(Cc3cccnc3)CNC2=S)c1	-6	i	-3	-9	0	4	-2.0	0.2	1	-1
COc1cc(C=NNC(=O)c2cccnc2)ccc1OC(=O)c1ccccc1F	3	i	0	-10	0	0	0.2	-0.5	-1	-13
CSc1nc(-c2ccccc2)nc2c1COC(C)(C)C2	6	i	-2	-9	-1	16	1.5	-0.3	-3	-4

Another view of 5 compounds above.
Value order: CendR NRP1 mod	Neddylation inh	NadD block	Scp-1 inhibitor	DNMT1 block	SKN-1 inh	LMPTP block	TbMetRS inhib	STEP block	SUMO1-SIM PPI
COc1ccc(Nc2cc(C(=O)NCCCOC(C)C)c3ccccc3n2)c(OC)c1
 : 7	i	-1	-11	-1	11	-0.1	-0.9	0	-2
O=C(Nc1nnc(-c2ccc3c(c2)CCCC3)o1)c1ccccc1Cl
 : -12	i	13	-7	1	6	2.0	0.2	1	15
CCc1nc2ccccc2n1CC1CC1(Cl)Cl (centres undefined)
 : -8	i	-2	-6	0	1	1.1	-0.4	0	-6
COC(=O)C1CCCCN1C(=O)CCc1nnc(CCc2c[nH]c3ccccc23)o1 (centres undefined)
 : 0	i	0	3	1	-4	-0.4	1.6	-2	1
CCCCCCOc1ccc(C(=O)O)cc1C#N
 : -2	i	-2	-4	7	0	-3.0	-1.0	-2	4

Next entries.
SMILES	CendR NRP1 mod	Neddylation inh	NadD block	Scp-1 inhibitor	DNMT1 block	SKN-1 inh	LMPTP block	TbMetRS inhib	STEP block	SUMO1-SIM PPI
CN(C)c1cccc(C(=O)NNC(=O)CN2C(=O)C3CC=CCC3C2=O)c1 (centres undefined)	-4	i	2	-4	-2	22	1.1	-0.1	-1	1
COc1ccc(C(=O)Nc2nc(-c3ccc([N+](=O)[O-])cc3)c(-c3ccc(OC)cc3)s2)cc1	-10	i	19	-19	1	8	0.6	0.8	2	-5
Cc1cccc(C(=O)NCC2CCCO2)c1 (centres undefined)	-6	i	2	0	0	23	-1.1	-1.0	-7	4
CCc1ccc(C(CC(=O)c2ccc(Cl)cc2)C(=O)O)cc1 (centres undefined)	-3	i	-4	-9	5	-19	-1.3	-0.4	-1	2
Cc1ccc(OCC(=O)N2c3ccccc3NC(=O)C2(C)C)c([N+](=O)[O-])n1	-3	i	2	4	0	-10	-1.5	0.1	-1	7
CCOC(=O)c1sc(/N=C/c2ccc(O)cc2O)cc1C	-75	i	5	-2	-9	6	-0.1	-0.3	-2	-2
CC(C)(C)C(=O)Cn1c[n+](N)cn1	11	i	-3	-5	2	1	-1.6	-1.4	-3	2
CC(=O)N1c2ccccc2Sc2ccccc21	1	i	-3	9	3	5	0.5	-1.4	-3	5
O=C(CN1CCCC1)Nc1ccc(Cl)cc1C(F)(F)F	11	i	-3	-7	-1	8	-0.9	-0.7	-5	1
COc1cccc(/C=N/NC(=S)NC2CC3CC2C2C=CCC32)c1O (centres undefined)	-3	i	6	7	23	2	-0.1	-0.6	-6	-12
CS(=O)(=O)N1CCCC(C(=O)NCc2ccccc2Cl)C1 (centres undefined)	17	i	-2	-3	-2	-2	-0.6	-0.3	4	5
CCOC(=O)c1nnsc1NC(=O)Nc1ccc(OC)cc1	7	i	-4	18	13	5	13	0.0	8	-1
C=CCN1C(=O)C2C(C(=O)NCc3ccccc3)C3C=CC2(O3)C1C(=O)NC(C)(C)C (centres undefined)	7	i	-2	-5	-1	13	-2.0	-0.8	-3	2
C=CC[C@@H](CC(=O)NCCO)C(=O)NC[C@H](OC(=O)[C@@H](CC=C)Cc1ccc(F)cc1)c1ccccc1	10	i	-7	-2	-3	5	-0.2	-0.3	0	3
COc1ccc(S(=O)(=O)N(C)C[C@@H]2OCc3cn(nn3)CCCC(=O)N([C@H](C)CO)C[C@H]2C)cc1	18	i	-5	.	9	2	-2.7	-0.4	1	-4
O=C(C[C@H]1C(=O)N(Cc2ccccc2)C[C@@H]1Cc1ccccc1)Nc1ccc(Br)cc1	2	i	-6	.	-4	0	1.9	10*	-2	5
CCn1cc(S(=O)(=O)CC(=O)Nc2ccc(OC)cc2)c2ccccc21	-4	i	0	16	-1	-11	-0.9	-1.2	1	1
CC1(C(=O)NS(=O)(=O)c2ccc(C#N)cc2)CCN1C(=O)Cc1ccccc1Cl (centres undefined)	4	i	1	.	-2	29	-0.9	-0.2	-3	2
CCOC(=O)C1CCN(C(=O)c2ccc(NS(=O)(=O)c3ccc(F)cc3C)cc2)CC1	13	i	-6	-6	2	9	-0.4	-0.3	-1	0
Cc1cccc(NC(=O)CSc2nc(C)nc3c2c(=O)n(C)c(=O)n3C)c1	-11	i	3	-6	7	15	-0.6	0.5	-3	0
CC(C)C(C)(C#N)NC(=O)CSc1nnc(-c2ccccc2)o1 (centres undefined)	22	i	4	-2	-1	7	-1.6	1.4	-1	-3
COc1ccc(-c2cc(C(F)(F)F)nc(N3CCN(c4ccc(F)cc4)CC3)n2)cc1OC	6	i	-1	-2	10	4	0.6	0.5	-2	-2
CC(C)(C)NC(=O)CCN(/N=C/c1ccc([N+](=O)[O-])o1)C1=NS(=O)(=O)c2ccccc21	-45	i	5	-5	-8	11	0.3	-0.4	-3	9
Cc1c(N=C2SCC(=O)N2/N=C/c2ccccc2)c(=O)n(-c2ccccc2)n1C	13	i	-4	-7	6	-10	0.0	-0.6	1	-3
OC(CN1C2=NCCN2c2ccccc21)c1ccc(Br)cc1 (centres undefined)	-2	i	-1	-2	22	22	0.1	0.8	3	-3
The listing continues.
SMILES	CendR NRP1 mod	Neddylation inh	NadD block	Scp-1 inhibitor	DNMT1 block	SKN-1 inh	LMPTP block	TbMetRS inhib	STEP block	SUMO1-SIM PPI
O=C(Nc1c2c(nn1-c1ccc(F)cc1)CS(=O)(=O)C2)c1ccc2c(c1)OCO2	-10	i	-2	-4	4	11	0.6	0.2	1	-3
O=C(c1cccs1)N1CCCC(c2nc(-c3ccc(F)cc3)no2)C1 (centres undefined)	-5	i	-2	-10	0	2	-0.9	0.2	-2	-1
CCOC(=O)C1CCCCN1C(=O)CCc1c(C)nc2ncnn2c1C (centres undefined)	-5	i	2	0	1	-8	-1.2	0.4	-3	4
COC(=O)c1ccccc1NC(=O)c1ccc(COc2ccccc2)o1	1	i	4	-4	-6	-7	2.2	-0.9	4	-5
Cc1cc(C)cc(Nc2cc(C)nc3ncnn23)c1	10	i	1	.	0	10	-0.9	-0.2	-2	4
CCC(=O)Nc1nc(NCc2ccccc2OC)n(-c2ccccc2)n1	1	i	-4	-7	0	14	-0.5	-0.3	5	2
CN(C)c1nn(C(=O)Nc2ccc(Cl)cc2Cl)cc1-c1ccccc1	-9	i	6	-11	1	12	-1.1	-0.5	-1	-3
Cc1ccc(NC(=O)CNc2cccc(S(=O)(=O)N3CCOCC3)c2)cc1F	9	i	0	-3	3	2	1.1	0.1	-1	-2
Cc1nc(SCc2ccccc2)[nH]c(=O)c1CC(=O)OCC(C)C	1	i	-6	-1	-1	5	-0.9	-0.5	-1	1
CC(C)(C)NC(=O)CN(C(=O)CNC(=O)c1cccs1)c1ccc2c(c1)OCCO2	-12	i	3	-4	-3	8	-0.2	-0.8	-1	-2
COc1ccc(Cl)cc1NC(=O)CN1CCc2ccccc21	3	i	9	-3	-9	11	0.5	0.2	0	-3
COc1cc(NC(=O)CSc2nc3cc(C)ccc3cc2C)c(C(=O)O)cc1OC	-8	i	4	-5	1	5	-1.6	-0.4	-3	-1
O=C(CCNC(=O)c1ccc([N+](=O)[O-])cc1)NCCc1ccc(Cl)cc1	1	i	-1	-8	1	-2	-1.8	0.1	-2	-31
